Screening results from PubChem.
Apoferritin bind – binds horse apoferritin like a general anesthetic; P02791; apoferritin/1-aminoanthracene competitive binding, fluorescence; Potency, µM (series often up to 77.5 µM), for the others: at the top dose activity change, negative = displacement, hits mostly inhibitors; actives 0.074% (n = 350,000); further: potency means the concentration at half of the fitted maximal effect; on the % scale 0 is the no-effect control and ±100 the full control effect; nearly all actives have a fitted effect of over 20% in size
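Probe: 1-aminoanthracene (50% saturated, PBS). Protein: horse-spleen apoferritin, 10 uM. Incubation: 10 min, room temperature. Detection: 380 nm excitation, 535 nm emission. Analysis: normalized response, four-parameter Hill.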
TRHR ag – TRH receptor (human) agonism; P34981; TRHR cells, calcium flux fluo-8, FDSS agonist mode; activation, % at 2 µM; actives 0.18% (n = 360,000); in the data active means activation above about 30%; further: 0% is about no effect
Target sequence (P34981 whole entry, looked up): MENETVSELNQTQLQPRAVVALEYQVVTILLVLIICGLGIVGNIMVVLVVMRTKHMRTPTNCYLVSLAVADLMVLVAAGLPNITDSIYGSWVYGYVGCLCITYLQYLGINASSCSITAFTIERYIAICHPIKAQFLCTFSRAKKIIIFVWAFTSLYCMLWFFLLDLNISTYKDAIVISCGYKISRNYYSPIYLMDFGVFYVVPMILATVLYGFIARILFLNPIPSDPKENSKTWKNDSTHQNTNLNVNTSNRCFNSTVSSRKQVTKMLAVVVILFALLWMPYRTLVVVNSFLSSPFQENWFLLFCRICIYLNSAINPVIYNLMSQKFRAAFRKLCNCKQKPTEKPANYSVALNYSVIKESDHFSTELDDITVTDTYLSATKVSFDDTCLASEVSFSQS
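Steps: seed TRHR cells overnight; add fluo-8 no-wash Ca dye, RT 30 min–1.5 h; record 10 s baseline; pin-transfer compounds; monitor fluorescence 1 cycle/s for the agonist window. Calcium increases flag candidate agonists.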
D1 PAM – enhances dopamine response at the human D1 receptor | HEK293 TREx D1 cells, calcium flux, dopamine EC20 potentiation | P21728 | actives 0.036% (n = 360,000) | potentiation, % at 10 µM; in the data active means potentiation above about 30%; further: 0% is about no effect
D1 agonist – agonists of human D1 dopamine receptor; P21728; HEK293 T-REx D1 cells, calcium flux, agonist mode; activation, % at 2 µM; actives 1% (n = 360,000); AID 504660; in the data active means activation above about 30%; further: 0% is about no effect
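Tetracycline-induced HEK293 TREx D1 cells, force-coupled to calcium signalling, were dye-loaded with a no-wash calcium kit. Compound was pin-added after a 10 s baseline. Fluorescence was read kinetically at 1 cycle/s for 180 s, with calcium rises flagged as agonism.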
TRHR PAM – allosteric enhancers of human TRH receptor; TRHR cells, fluo-8 calcium fluorescence, EC20 TRH enhancement; enhancement, % at 2 µM; actives 0.66% (n = 360,000); AID 493056; in the data active means enhancement above about 30%; further: 0% is about no effect
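Enhancer read-out: after compound pinning and an initial kinetic agonist-mode read, an EC20 of TRH (10 nM final) was injected and fluo-8 calcium signal (Ex 480/Em 530) followed at 1 s/cycle for 100 cycles in TRHR-expressing cells.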
D2 potentiator – positively modulates the human D2 dopamine receptor allosterically; AID 485347; potentiation, % at 10 µM; P14416; actives 0.34% (n = 340,000); HEK293 T-REx D2, calcium flux, EC20 dopamine potentiation;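 active means potentiation over 3 SD above the plate norm, cut at about 30% in these data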; further: 0% is about no effect
Target sequence (P14416 whole entry, looked up): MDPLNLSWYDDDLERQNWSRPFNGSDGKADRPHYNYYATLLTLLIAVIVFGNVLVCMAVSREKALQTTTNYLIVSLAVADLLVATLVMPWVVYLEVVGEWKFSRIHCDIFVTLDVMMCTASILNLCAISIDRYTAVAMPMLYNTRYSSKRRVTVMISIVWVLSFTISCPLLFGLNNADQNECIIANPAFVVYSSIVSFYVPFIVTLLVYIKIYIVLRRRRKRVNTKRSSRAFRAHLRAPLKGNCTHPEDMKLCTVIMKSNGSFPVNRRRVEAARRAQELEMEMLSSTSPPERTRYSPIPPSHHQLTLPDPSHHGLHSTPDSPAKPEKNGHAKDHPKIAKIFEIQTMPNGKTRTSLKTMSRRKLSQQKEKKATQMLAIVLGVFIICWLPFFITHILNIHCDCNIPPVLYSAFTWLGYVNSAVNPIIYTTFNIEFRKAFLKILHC
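Tetracycline-induced Hek293 Trex D2 cells, force-coupled to calcium, loaded with no-wash calcium dye. Compound added with 180 s kinetic read for agonism, then EC20 dopamine and a further 180 s read for potentiation.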
D1 antagonist – human D1 dopamine receptor antagonism; HEK293 TREx D1 cells, calcium flux, dopamine EC80; active compounds read low; activity change, negative = inhibition, % at 10 µM; actives 3.2% (n = 360,000); AID 504652; in the data active means activity change below about -30%; further: on the % scale 0 is the no-effect control and ±100 the full control effect
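Calcium flux readout: force-coupled, inducible Hek293 Trex D1 line, cells induced overnight at 30 C with tetracycline, dye-loaded 30–90 min at RT. Antagonism scored against EC80 dopamine challenge given 180 s after compound.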
RXFP1 agonist – RXFP1 (human) receptor agonism; HEK293T-RXFP1 cAMP TR-FRET, 30 min; response scale: percent of porcine relaxin response, buffer zero; actives 0.3% (n = 370,000); Potency, µM (highest dose often 57.5 µM), without a hit: at the highest dose activation, usual class: activators; further: potency means the concentration at half of the fitted maximal effect; on the % scale 0 is the no-effect control and ±100 the full control effect; nearly all actives have a fitted effect of over 60% in size; many of its hits are not listed in these tables
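HEK293T cells stably expressing RXFP1 were pretreated with the PDE4 inhibitor Ro 20174, exposed to compounds for 30 min at 37C, lysed, and cAMP was read by TR-FRET. Data normalized to buffer (basal) and 29 nM porcine relaxin (100%).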
RXFP1 antagonist – RXFP1 (human) relaxin receptor antagonism; AID 1259400; HEK293-RXFP1, relaxin-stimulated cAMP HTRF, 30 min; active compounds read low; activity change, negative = inhibition, % at 57.5 µM; actives 0.59% (n = 350,000); Q9HBX9;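 active means activity change of -60% or lower, but not beyond a set lower limit; inconclusive means change between -60% and -40%, or beyond the set limit; inactive means change above -40%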; further: on the % scale 0 is the no-effect control and ±100 the full control effect
Active calls of the source: *; ? = inconclusive; · = not tested or not shown; & = joins results of further samples. Unless noted, the call rests on the fitted dose curve; in most records, active means well fitted curve in the direction sought with a large enough effect; inconclusive means small, poorly fitted or top-dose-only effect, or another doubt; inactive means no such curve, though single readings can be large; an effect the other way counts as inactive or inconclusive. This is a subset (hit frequency here may not be typical).

SMILES	Apoferritin bind	TRHR ag	D1 PAM	D1 agonist	TRHR PAM	D2 potentiator	D1 antagonist	RXFP1 agonist	RXFP1 antagonist
O=C(CSc1n[nH]c(-c2ccncc2)n1)Nc1ccccn1	-2%	0.3	-7	2	-9	4	-6	-0.1%	-1
CCc1ccc(NC(=O)N(Cc2cccnc2)Cc2ccco2)cc1	-9%	-1.2	-2	-2	43*	32*	·	-0.7%	1
COc1ccc(N2CCN(C(c3cccc(OC)c3OC)c3nnnn3C3CCCC3)CC2)cc1 (configuration not stated)	-9%	0.0	0	1	10	-1	-1	0.8%	-7
Cc1nn(Cc2cccc(C(=O)NC(C)c3ccc(C(C)(C)C)cc3)c2)c(C)c1[N+](=O)[O-] (configuration not stated)	?	1.3	13	4	-5	·	6	2.3%	14
CCCOc1ccc(N2C(=O)CC(N(CCOC34CC5CC(CC(C5)C3)C4)C(C)=O)C2=O)cc1 (configuration not stated)	-9%	0.2	7	2	7	·	-14	1.0%	-20
COc1ccc(NC(=O)c2cccc(NC(=O)c3ccccc3)c2)c(OC)c1	-7%	-0.6	-2	-3	-5	-9	-11	1.2%	-4
Cc1cc(=O)[nH]c(SCC(=O)c2ccc3c(c2)NC(=O)CO3)n1	-4%	0.5	-3	5	4	12	-6	5.8%	-8
COc1cc(C=O)ccc1OCC(=O)N1CCOCC1	3%	0.1	14	2	-6	-3	1	0.2%	-3
CCc1ccc(Cn2c(CNS(=O)(=O)c3ccc(C)c(C)c3)nc3cccnc32)cc1	-3%	-0.4	-2	3	2	5	-19	2.5%	-9
N#Cc1c(-c2ccccc2Cl)cc(C2CC2)nc1N	-7%	13	7	99*	24	15	21	1.3%	1
CC(C)(C)C(=O)CC(=O)Nc1ccc(Cl)c(N)c1	-14%	0.8	-2	3	7	2	8	-0.9%	-4
CCOC1(NC(=O)c2ccccc2)C(C)=CC(=O)C=C1C	-9%	-0.4	3	-1	-5	17	18	-0.9%	-6
Cc1c(N/N=C(\C#N)C(=O)c2ccccc2)c(=O)n(-c2ccccc2)n1C	1%	0.7	-3	6	1	1	1	-2.3%	-6
O=C(Nc1ccc(N2CCN(C(=O)c3cccs3)CC2)cc1)c1ccc(Br)o1	·	-0.5	-6	1	5	1	3	-3.0%	-10
CC(C)NC(=O)C(=O)NCC(c1ccc2c(c1)OCO2)N1CCOCC1 (configuration not stated)	-1%	-0.1	0	3	-2	2	-6	0.8%	-19
O=C(c1ccco1)N1CCN(C2CC(=O)N(c3ccccc3)C2=O)CC1 (configuration not stated)	0%	-0.9	0	4	18	5	-4	1.9%	-4
Cc1c(C(=O)OCC(=O)N(CCC#N)c2ccccc2)oc2c1ccc1ccccc12	-13%	1.3	-3	2	3	18	-9	-1.6%	-20
COc1ccc2cc(S(=O)(=O)NCCCN3CCOCC3)ccc2c1	-5%	0.0	6	7	-1	-3	-15	0.0%	-7
CN(CCN1CCOCC1)C(=O)CC1C(=O)NCCN1Cc1ccccc1F (configuration not stated)	1%	0.1	-5	6	-5	2	-7	-0.2%	4
CCc1nccn1C(=O)c1cnn2c(C(F)F)cc(-c3ccccc3)nc12	13%	-0.7	-2	1	-5	3	-6	2.2%	·
COc1cccc(-c2ccc(C#N)c(SCC(=O)NCCc3ccccc3)n2)c1	-13%	0.0	-1	1	2	13	3	?	·
COC(=O)c1cc2n(n1)CCN(Cc1cccc(OC)c1)C2=O	-1%	-0.4	4	12	4	-34	-4	-0.9%	-4
O=C(NCCc1ccccc1)c1c(F)c(F)c(F)c(F)c1F	7%	-0.3	-8	-1	-7	5	-18	0.9%	7
CCC(C(=O)OCC(=O)Nc1c(C)n(C)n(-c2ccccc2)c1=O)c1ccccc1 (configuration not stated)	-1%	0.5	-5	5	-3	-2	-10	-1.0%	-7
CC(C)(C)C(=O)NNC(=O)c1ccc(Oc2cc(Cl)cc(Cl)c2)o1	?	0.0	2	1	8	4	3	1.5%	-7
Cc1csc(NC(=O)CSc2nc(=O)n(CCCN(C)C)c3c2CCC3)n1	·	0.1	-2	2	1	-6	-2	2.4%	-13
Cc1cccc(N2CCN(C(=O)C3CCN(S(=O)(=O)c4c(C)noc4/C=C/c4ccccc4F)CC3)CC2C)c1 (configuration not stated)	-4%	0.3	4	5	2	6	13	1.0%	-9
N=c1oc2ccc(Br)cc2cc1C(=O)NCc1ccccc1	-3%	0.7	5	9	-2	-2	-5	-0.1%	-8
Cn1ncc2c(NCc3ccccc3Cl)nc(NCCO)nc21	-1%	1.6	3	1	0	1	8	3.2%	-7
CCCCC(=O)Nc1cccc(-c2nn3c(C)nnc3s2)c1	-8%	-0.3	0	0	-8	-1	-9	5.8%	1
Cc1nn(CCCC(=O)Nc2ccccn2)c(C)c1[N+](=O)[O-]	-3%	0.0	0	2	47*	-9	17	1.5%	-8
C=CCn1c(C)cc(C2=NNC(=NCc3ccccc3)SC2)c1C	-20%	-0.3	-3	2	7	15	-4	-0.8%	-12
N/C(=N\OC(=O)c1cnn(-c2ccccc2)c1C(F)(F)F)c1ccc(C(F)(F)F)cc1	0%	0.2	-1	1	-3	1	-10	1.8%	-3
CC(C)N(Cc1nc(-c2ccccc2)no1)C(=O)CSc1ccccc1	?	1.0	-6	2	-2	8	-9	-0.1%	-4
O=C(C1CCC(CNS(=O)(=O)c2ccc(F)cc2)CC1)N1CCOCC1 (configuration not stated)	-1%	0.3	-4	1	0	-28	7	-0.1%	-8
Cc1noc(C)c1COC(=O)c1cc(S(=O)(=O)N2CCOCC2)ccc1F	·	-0.1	1	1	-5	-6	-2	2.3%	-5
COc1ccc(-c2nc3ccccc3o2)cc1NC(=O)c1ccc(Br)o1	-18%	0.1	-9	3	17	-2	-11	0.1%	7
CCOCCn1c(C(C)C)nc2ccccc21	-10%	-0.3	-6	1	-1	·	-9	-2.4%	4
O=C(CSc1nc2ccccc2[nH]1)N1CCN(c2ccc(F)cc2)CC1	-3%	-0.5	-7	1	-1	-9	-6	-1.7%	0
COc1ccc(CNC(=O)CN(C)S(=O)(=O)c2ccc3c(c2)c(=O)n(C)c(=O)n3C)cc1	-3%&-1%	-0.3&-0.3	-3&-2	2&1	0&-3	-12&1	-3&-15	-1.9%&6.9%	-24
COC(=O)c1ccc(C2C(Oc3ccccc3C)C(=O)N2CCc2ccc(OC)c(OC)c2)cc1 (configuration not stated)	-8%	0.4	-1	30	3	26	-50*	-5.9%	-6
CCOC(=O)C1(Cc2ccc(OC)cc2)CCN(C(=O)c2ccc3[nH]ccc3c2)CC1	-16%	-1.0	-2	1	1	11	-8	1.3%	-4
COc1ccc(CN(C(=O)c2ccc(CN3CCOCC3)o2)C(C(=O)NCC2CCCO2)c2ccc(F)cc2)cc1 (configuration not stated)	?	-0.6	-2	29	2	7	-4	-0.2%	9
CCOC(=O)c1c(C)[nH]c(C(=O)COC(=O)/C=C/c2ccc3c(c2)OCO3)c1C	-4%	0.5	1	0	-6	4	0	0.4%	6
Cc1nn(C)c(C(=O)Nc2cccc(Nc3ccccc3)c2)c1[N+](=O)[O-]	?	0.1	-2	14	-5	20	-4	-0.4%	·
Cc1ccc(C(=O)CSc2ncc3c(n2)-c2ccccc2N(Cc2ccc(Cl)cc2)S3(=O)=O)cc1	-3%	0.3	0	3	1	-10	-6	-0.5%	-1
O=C(Cn1cc([N+](=O)[O-])ccc1=O)N1CCCc2ccccc21	·	-0.1	-8	3	2	-6	3	5.1%	-7

Single records (already shown).
O=C(Cn1cc([N+](=O)[O-])ccc1=O)N1CCCc2ccccc21 reads Apoferritin bind = ·; TRHR ag = -0.1; D1 PAM = -8; D1 agonist = 3; TRHR PAM = 2; D2 potentiator = -6; D1 antagonist = 3; RXFP1 agonist = 5.1%; RXFP1 antagonist = -7
C=CCn1c(C)cc(C2=NNC(=NCc3ccccc3)SC2)c1C reads Apoferritin bind = -20%; TRHR ag = -0.3; D1 PAM = -3; D1 agonist = 2; TRHR PAM = 7; D2 potentiator = 15; D1 antagonist = -4; RXFP1 agonist = -0.8%; RXFP1 antagonist = -12
Cc1csc(NC(=O)CSc2nc(=O)n(CCCN(C)C)c3c2CCC3)n1 reads Apoferritin bind = ·; TRHR ag = 0.1; D1 PAM = -2; D1 agonist = 2; TRHR PAM = 1; D2 potentiator = -6; D1 antagonist = -2; RXFP1 agonist = 2.4%; RXFP1 antagonist = -13
